Bioassay records from PubChem.
M4 PAM: potentiates acetylcholine response at human M4 receptor; P08173; CHO-K1 hM4/Gqi5, Fluo-8 calcium fluorescence, ACh EC20; 0% = ACh EC20, 100% = maximal ACh; activation, % at 3 µM; actives 0.4% (n = 360,000);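 active = activation above its plate's cutoff, the mean activation of sample wells plus 3 SD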; also: some results filed as inactive read as strong as hits
Target sequence (P08173 whole entry, looked up): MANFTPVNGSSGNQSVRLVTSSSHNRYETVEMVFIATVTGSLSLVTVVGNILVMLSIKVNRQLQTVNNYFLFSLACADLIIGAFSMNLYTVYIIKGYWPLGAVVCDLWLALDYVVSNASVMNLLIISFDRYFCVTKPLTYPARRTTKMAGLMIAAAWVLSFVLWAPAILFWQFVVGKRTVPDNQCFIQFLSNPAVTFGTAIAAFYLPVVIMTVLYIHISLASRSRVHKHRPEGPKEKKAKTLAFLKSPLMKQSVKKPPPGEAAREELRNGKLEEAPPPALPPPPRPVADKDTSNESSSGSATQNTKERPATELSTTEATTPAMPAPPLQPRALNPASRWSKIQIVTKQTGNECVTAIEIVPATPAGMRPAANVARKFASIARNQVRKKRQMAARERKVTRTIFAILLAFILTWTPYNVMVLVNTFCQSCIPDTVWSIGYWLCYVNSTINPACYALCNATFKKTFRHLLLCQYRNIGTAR
CRFR2-BP antag: CRF-BP/CRF-R2 complex antagonism | actives 0.59% (n = 350,000) | HEK293 CRF-R2/CRF-BP, CRF-induced calcium fluorescence | inhibition, % at 11.8 µM;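 active = inhibition of the ligand-induced calcium signal above about 50% at the single tested concentration, limit read from the data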
TAAR1 antag: human TAAR1 antagonism; Q96RJ0; CHO RD-HGA16 TAAR1, Fluo-8 calcium fluorescence, antagonist; inhibition, % at 3 µM; actives 1.5% (n = 360,000); AID 624466;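 active = inhibition above a per-plate cutoff, the mean inhibition of test compounds on that plate plus 3 SD, cut at about 49% in these data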;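 also: 0% = DMSO plus EC80 beta-PEA response and 100% = DMSO alone without agonist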
Target sequence (Q96RJ0 whole entry, looked up): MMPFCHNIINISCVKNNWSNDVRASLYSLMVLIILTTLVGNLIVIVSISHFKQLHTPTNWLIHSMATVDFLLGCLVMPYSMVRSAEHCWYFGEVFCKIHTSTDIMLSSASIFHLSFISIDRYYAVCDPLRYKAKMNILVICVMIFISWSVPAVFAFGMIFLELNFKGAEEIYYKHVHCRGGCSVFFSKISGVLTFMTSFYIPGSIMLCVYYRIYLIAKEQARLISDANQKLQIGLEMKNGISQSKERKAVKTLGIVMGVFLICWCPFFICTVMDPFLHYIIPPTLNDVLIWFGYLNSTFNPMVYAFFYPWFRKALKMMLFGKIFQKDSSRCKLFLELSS
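Test system – hTAAR1-expressing CHO RD-HGA16 cells, Gα16-coupled · Also added – β-PEA at EC80 concentration, post-compound challenge · Compound – 3 µM, single point · Incubation – dye loading 75 min at 37 °C, then 30 min room temperature · Measured by – Fluo-8 intracellular calcium dye fluorescence, real-time kinetic reads · Benchmarks – vehicle and agonist controls · Replicates – singlicate, one well per test compound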
M1 PAM parental: M1 PAM counterscreen hit in parental CHO-K1 cells; ATP EC20, Fluo-8 calcium fluorescence; 0% at ATP EC20, 100% at ATP max; activation, % at 3 µM; actives 0.02% (n = 360,000); AID 602247;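 active = activation above the run cutoff, the mean activation of all test compounds plus 3 SD, cut at about 40% in these data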;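 also: peak over basal fluorescence ratio in a 140 s read after ATP addition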
M5 ag: CHRM5 agonism in calcium assay; activation, % at 3 µM; CHO-K1 hM5 cells, Fluo-8 calcium fluorescence; 0% DMSO wells, 100% maximal acetylcholine response; AID 624037; actives 0.19% (n = 360,000); P08912;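 active = activation above the run's mean over test compounds plus 3 SD, cut at about 23% in these data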;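 also: signal is peak over basal fluorescence ratio across the kinetic read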
M5 antag: blocks acetylcholine activation of human M5 receptor. P08912. CHO-hM5 cells, Fluo-8 calcium fluorescence, ACh EC80. inhibition, % at 3 µM. actives 0.59% (n = 360,000). AID 624040;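 active = inhibition above a per-plate cutoff, the mean of that plate's test compounds plus 3 SD, cut at about 27% in these data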;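 also: 0% = acetylcholine EC80 with DMSO and 100% = DMSO without agonist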
TAAR1 agonist: human TAAR1 agonism; CHO RD-HGA16 TAAR1, Fluo-8 calcium fluorescence; vehicle wells 0%, saturating PEA agonist 100%; actives 0.99% (n = 360,000); activation, % at 3 µM; AID 624467;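 active = activation above the mean activation of all test compounds in the run plus 3 SD, cut at about 38% in these data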
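Test system: RD-HGA16 (CHO) cells co-expressing Gα16 and hTAAR1; dosing: one-point dosing at 3 µM (nominal); timing: 17-24 h seeding, 75 min 37 °C dye, 30 min RT; signal: kinetic Fluo-8 calcium fluorescence; read-out basis: % activation relative to PEA EC100 response; controls: DMSO and PEA EC100; replicates: n 1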
M5 PAM: positive allosteric modulators of human muscarinic M5 receptor; actives 0.3% (n = 360,000); P08912; AID 624038; CHO-K1 hM5, Fluo-8 calcium, ACh EC20 PAM; 0% = ACh EC20, 100% = ACh EC100; activation, % at 3 µM;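 active = activation above the run cutoff, the mean activation of all test compounds plus 3 SD, cut at about 18% in these data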
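System: CHO-K1 hM5 cells. Reagent: acetylcholine, EC20 level. Compound dosing: single dose, 3 µM nominal final test concentration. Timing: Post-acetylcholine fluorescence recording 140 s. Detection: Fluo-8 calcium fluorescence. Read-out: % activation, ACh-normalized. Benchmarks: ACh EC20 and EC100 wells. Repeats: singlicate, one well per test compound.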
CRFBP-R2 agonist: CRF-BP/CRF-R2 complex agonism; HEK293 CRF-R2/CRF-BP, calcium dye fluorescence (FLIPR); percent of saturating CRF peptide response; activation, % at 13.2 µM; actives 0.46% (n = 350,000); AID 588473;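 active = activation of at least 50%, plus an integration ratio under a set limit after plate pattern correction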;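 also: plate controls were neutral control wells without compound for no effect and CRF at EC100 for full effect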
Numbers without * were called inactive; / = no result given; & = joins results of further samples.

SMILES	M4 PAM	CRFR2-BP antag	TAAR1 antag	M1 PAM parental	M5 ag	M5 antag	TAAR1 agonist	M5 PAM	CRFBP-R2 agonist
CCOC(=O)c1[nH]c2cc3c(cc2c1NC(=O)CN1CCC2(CC1)OCCO2)OCO3	13	-22	9	10	1	-11	5	5	-2.3
CCCn1c(C(Cc2ccccc2)NC(=O)COC)nc2ccccc21 (stereo not drawn)	-2	11	-4	9	1	2	2	-7	-1.4
Cc1cc(OCC(=O)NCCN2CCOCC2)c2c(C)c(C)c(=O)oc2c1	-2	-3	-11	0	-1	-3	1	5	-0.4
CN1C(=O)C2(NCCc3c2[nH]c2ccccc32)c2ccccc21 (stereo not drawn)	1	-24	-1	5	-1	2	6	-6	2.5
Cc1ccc(-c2csc3ncn(Cc4ccc(C(=O)O)cc4)c(=O)c23)cc1C	-4	16	27	-13	-2	10	2	3	-1.3
CCN(C(=O)c1ccc(C)c(Br)c1)c1ccccc1	2	-10	0	21	-8	-11	1	1	1.5
CCOC1=C2[C@H](c3ccc(C)cc3)N(S(=O)(=O)c3ccc(C)cc3)C[C@H]2n2c(=O)n(-c3ccccc3)c(=O)n2C1	8	/	-15	-6	1	2	0	-2	/
C[C@H](NC(=O)OCc1ccccc1)C(=O)NNC(=O)[C@H](Cc1ccccc1)NC(=O)OC(C)(C)C	1	13	-4	7	1	16	5	-5	-0.6
COc1ccc(C2OCC3(CO2)SC(=O)NC3=O)cc1 (stereo not drawn)	-2	18	-19	10	-3	3	12	1	-1.1
CC(C)C(=O)N1CCC(CN=CC2=C(O)CC(C)(C)CC2=O)CC1	1	7	-1	18	0	-3	13	5	-1.9
Cc1ccccc1OCCn1cc(C(=S)N2CCCC2)c2ccccc21	-3	-11	5	30	-6	-9	5	-15	1.3
CCOc1ccc(N(CC(=O)NCc2ccccc2Cl)S(=O)(=O)c2c(C)[nH]c(=O)[nH]c2=O)cc1	5	16	-17	26	-4	2	0	0	0.7
COc1ccccc1C(=O)NC(=S)Nc1ccc(N2CCCC2)cc1	6	-11	23	22	-1	3	-1	2	2.5
CCc1ccc(NC2=CC(=O)CC(C)(C)C2)cc1	-1	5	-5	17	-5	0	-2	3	-0.4
Cc1cc2nc(-c3ccc[nH]c3=O)n(Cc3cccc(F)c3)c2cc1C	-5	-6	10	14	1	5	1	-3	8.0
COc1cc(-c2cc(C(=O)NCCc3ccc(S(N)(=O)=O)cc3)c3ccccc3n2)cc(OC)c1OC	-9	5	42	-1	2	12	3	-12	8.4
COc1ccc(S(=O)(=O)N2CCC(C(=O)O)(c3ccccc3)CC2)cc1	0	6	-18	15	2	12	1	-3	1.0
CC(Oc1ccc2c(-c3ccccc3)cc(=O)oc2c1)C(=O)NCC1CCC(C(=O)O)CC1 (stereo not drawn)	-2&1	6&0	-8&-3	20&11	2&5	0&5	1&0	4&-7	-0.6&2.5
COc1ccc(C(CNC(=O)c2ccc3c(c2)C(=O)N(CCC(C)C)C3=O)N2CCOCC2)cc1 (stereo not drawn)	0	9	-1	17	-5	-2	1	-6	1.7
CCOc1cc(/C=C2/C(=N)N3C(=NC2=O)SN=C3S(=O)(=O)C(C)C)ccc1OC(=O)c1ccco1	3	20	-30	-4	-2	-6	-1	3	-0.3

One compound at a time, from the list above. Screens in order: M4 PAM, CRFR2-BP antag, TAAR1 antag, M1 PAM parental, M5 ag, M5 antag, TAAR1 agonist, M5 PAM, CRFBP-R2 agonist
`COc1ccc(S(=O)(=O)N2CCC(C(=O)O)(c3ccccc3)CC2)cc1` in the list: 0, 6, -18, 15, 2, 12, 1, -3, 1.0
`CCOc1cc(/C=C2/C(=N)N3C(=NC2=O)SN=C3S(=O)(=O)C(C)C)ccc1OC(=O)c1ccco1` in the list: 3, 20, -30, -4, -2, -6, -1, 3, -0.3
`CCOc1ccc(N(CC(=O)NCc2ccccc2Cl)S(=O)(=O)c2c(C)[nH]c(=O)[nH]c2=O)cc1` in the list: 5, 16, -17, 26, -4, 2, 0, 0, 0.7

(continued)
SMILES	M4 PAM	CRFR2-BP antag	TAAR1 antag	M1 PAM parental	M5 ag	M5 antag	TAAR1 agonist	M5 PAM	CRFBP-R2 agonist
O=C(Nc1nccs1)OCc1ccccc1	-2	0	1	7	3	4	0	2	-1.0
Cc1cccc(C(=O)NCC(C)NC(=O)c2cccc(C)c2)c1 (stereo not drawn)	-8	5	2	1	0	2	9	-2	-1.7
CCOC(=O)CC(=O)CSc1ncnc2c1nnn2-c1ccc(OC)cc1	0	1	-9	1	3	8	1	4	1.5
O=C(O)C1CCCN1C(=O)Nc1ccc(F)cc1 (stereo not drawn)	13	2	-5	16	-1	6	8	-2	2.1
O=c1sc2ccccc2n1Cc1ccccc1	-2	12	-11	12	-1	4	5	-1	0.7
FC(F)(F)c1nnc2ccc(N3CCN(c4ccccc4)CC3)nn12	6	11	-3	11	-1	2	1	-2	3.1
S=C(Nc1ccccc1)Nc1ccccn1	-5	2	-22	-3	0	5	-1	-4	0.7
CCCCCCCCCc1conc1C(=O)/C=C/c1ccco1	1	/	-14	/	2	4	6	-3	/
Cc1c(O)ccc(/C(Cc2ccc3ccccc3n2)=N\N)c1O	2	-18	14	15	8	11	18	4	2.4
CC1(C)NC(=O)N(CCCCSc2ccc(Cl)cc2)C1=O	-5	7	12	-6	2	4	6	-7	0.7
CC(C)c1ccc(NC(=O)C2CSC3(C)CCC(=O)N23)cc1 (stereo not drawn)	-2	-21	-18	-23	-5	9	0	-1	1.0
O=C(CCN1C(=O)[C@@H]2Cc3ccccc3CN2C1=O)NCCc1ccccc1	7	-11	-18	18	1	3	24	-3	0.7
CCNC(=O)COC(=O)CCNC(=O)c1cccc(C)c1	4	4	5	19	0	-10	2	-2	0.0
Cc1cccc(C)c1NC(=S)N1CC(C)OC(C)C1 (stereo not drawn)	0	-11	-23	8	3	0	8	3	0.4
COc1ccc2ccc(OC)c(/C=N/n3cnnc3)c2c1	-1	7	1	11	-2	4	0	0	-1.3
CC(C)=C1SC(N2CCN(Cc3ccccc3)CC2)=NC1=O	-2	-9	13	3	4	-1	9	-7	0.1
O=C(/C=C/c1ccccc1Cl)Nn1cnc2ccccc2c1=O	11	-13	5	-7	2	-14	6	12	-0.3
CCn1nc(C)cc1C(=O)NC1CCCc2c1cnn2-c1ccc(C)c(C)c1 (stereo not drawn)	-7	-6	-12	-3	-1	15	-1	-12	-6.6
CCCn1c(=O)c(C(=O)NNC(=O)c2cccc([N+](=O)[O-])c2)c(O)c2ccccc21	-4	1	-10	11	-5	4	-1	-3	-0.8
O=C(COC(=O)c1ccc(S(=O)(=O)N2CCCC2)cc1)NCc1ccc(Cl)cc1	-5	0	3	-5	1	7	4	-1	22

A second format for some results above.
Molecule | M4 PAM | CRFR2-BP antag | TAAR1 antag | M1 PAM parental | M5 ag | M5 antag | TAAR1 agonist | M5 PAM | CRFBP-R2 agonist
CCn1nc(C)cc1C(=O)NC1CCCc2c1cnn2-c1ccc(C)c(C)c1 (stereo not drawn) | -7 | -6 | -12 | -3 | -1 | 15 | -1 | -12 | -6.6
CCCn1c(=O)c(C(=O)NNC(=O)c2cccc([N+](=O)[O-])c2)c(O)c2ccccc21 | -4 | 1 | -10 | 11 | -5 | 4 | -1 | -3 | -0.8
O=C(COC(=O)c1ccc(S(=O)(=O)N2CCCC2)cc1)NCc1ccc(Cl)cc1 | -5 | 0 | 3 | -5 | 1 | 7 | 4 | -1 | 22

Further results follow.
SMILES	M4 PAM	CRFR2-BP antag	TAAR1 antag	M1 PAM parental	M5 ag	M5 antag	TAAR1 agonist	M5 PAM	CRFBP-R2 agonist
COC(=O)C(Cc1c[nH]c2ccccc12)NC(=O)c1cccs1 (stereo not drawn)	-6	-3	-2	17	4	4	3	2	-1.4
CCOC(=O)N1CCN(C(=O)c2ccc3c(c2)N(C)C(=O)/C(=C\c2ccc(OCC)c(OC)c2)S3)CC1	-22	-13	-18	19	2	-13	13	8	1.1
COc1ccc(CCC(=O)Nc2ccc(S(=O)(=O)N3CCOCC3)cc2)cc1	-2	-7	5	-6	1	12	7	-6	0.0
COc1ccc(-c2c3c([nH]c(=S)c2C#N)CCC3)cc1	5	7	-6	-4	4	-5	9	9	-2.2
CCN(CC(=O)Nc1ccc2c(c1)OCCO2)C(=O)/C=C/c1cc(Br)ccc1OC	-1	-8	-31	6	-1	-7	0	0	0.6
